# S1P3 antagonist – S1P3 (human) receptor antagonism. hit rate 0.27% among 170,000. CHO S1P3 NFAT-BLA reporter, FRET fluorescence, antagonist mode. AID 485. inhibition, % at 4.98 µM;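 active = inhibition above the plate cutoff, the mean inhibition of test wells on that plate plus 3 SD, cut at about 28% in these data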;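 note: cells challenged with S1P at its EC80 of 0.8 µM; blue over green emission ratio from cleaved BLA substrate after 4 h stimulation; 0% = S1P-stimulated wells and 100% = unstimulated DMSO-only wells; some compounds past the cut are filed as inactive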
# PPARg SRC1 recr – agonists of human PPARgamma SRC-1 coactivator recruitment; PPARgamma-SRC-1 coactivator recruitment biochemical assay; activation, % at 8 µM; hit rate 0.41% among 200,000; in the data active = activation above about 19%;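 note: 0% = DMSO and 100% = reference agonist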
# Target sequence (P37231 whole entry, looked up): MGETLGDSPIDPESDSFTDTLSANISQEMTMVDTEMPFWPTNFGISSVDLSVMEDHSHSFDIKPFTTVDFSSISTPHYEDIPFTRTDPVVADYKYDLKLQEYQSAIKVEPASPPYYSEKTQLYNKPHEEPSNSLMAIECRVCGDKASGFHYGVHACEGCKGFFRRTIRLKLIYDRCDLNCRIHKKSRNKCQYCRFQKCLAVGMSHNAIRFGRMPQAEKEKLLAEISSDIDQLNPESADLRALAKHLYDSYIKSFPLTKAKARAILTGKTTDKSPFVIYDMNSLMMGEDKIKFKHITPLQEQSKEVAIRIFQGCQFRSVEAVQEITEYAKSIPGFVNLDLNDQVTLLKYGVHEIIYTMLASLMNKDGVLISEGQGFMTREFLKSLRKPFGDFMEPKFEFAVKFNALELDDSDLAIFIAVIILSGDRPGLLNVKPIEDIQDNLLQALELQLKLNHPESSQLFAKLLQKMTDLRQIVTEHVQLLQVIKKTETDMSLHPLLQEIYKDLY
# Diaph inh CS – diaphorase inhibition or chemical oxidation counter-screen. diaphorase resazurin-to-resorufin fluorescence, NADH, 16 min; bacterial (C. kluyveri) enzyme, not human. AID 1217. hit rate 0.69% among 190,000. inhibition, % at 20 µM;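 active = primary screen inhibition at 20 µM above a set limit, cut at about 50% in these data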;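 note: plate controls were DMSO with full reaction for no effect and wells lacking NADH for full effect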
#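 System: Bacterial diaphorase enzyme (C. kluyveri) | Incubation: 16-min room-temperature incubation before reading | Benchmarks: No-NADH positive control and DMSO neutral control | Measured by: Resorufin fluorescence 544/590 nm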
# PMI act – activators of human phosphomannose isomerase | P34949 | purified human PMI, coupled resazurin fluorescence, 20 min; hits give high values; 1 = vehicle control, 0 substrate-free wells | activation factor at 20 µM | hit rate 0.005% among 190,000;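 active = activation factor of 2 or more at 20 µM, relative to plate controls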
# Target sequence (P34949 whole entry, looked up): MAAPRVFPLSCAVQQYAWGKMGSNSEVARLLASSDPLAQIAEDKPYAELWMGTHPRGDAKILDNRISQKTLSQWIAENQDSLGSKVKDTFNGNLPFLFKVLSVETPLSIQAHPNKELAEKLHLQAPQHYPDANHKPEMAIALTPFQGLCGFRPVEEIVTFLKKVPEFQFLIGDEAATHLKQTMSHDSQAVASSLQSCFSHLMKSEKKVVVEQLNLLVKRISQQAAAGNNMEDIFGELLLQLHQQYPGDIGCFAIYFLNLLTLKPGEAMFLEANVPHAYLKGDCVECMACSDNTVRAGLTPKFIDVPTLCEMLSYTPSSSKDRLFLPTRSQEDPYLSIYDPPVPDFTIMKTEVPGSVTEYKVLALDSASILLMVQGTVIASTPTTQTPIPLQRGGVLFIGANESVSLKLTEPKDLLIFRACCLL
# PPARg SRC-2 ag – agonists of SRC-2 recruitment by human PPARgamma; P37231; PPARgamma LBD-SRC-2 recruitment, biochemical; activation, % at 8 µM; hit rate 0.34% among 200,000; in the data active = activation above about 22%;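 note: 0% = vehicle and 100% = reference agonist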
# PPARg SRC3 recr – PPARgamma-driven SRC-3 recruitment agonism. biochemical PPARgamma/SRC-3 coactivator recruitment assay. activation, % at 8 µM. hit rate 0.26% among 200,000. AID 731; in the data active = activation above about 23%;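 note: 0% = DMSO and 100% = reference agonist; some compounds past the cut are filed as inactive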
# Diaphorase act – diaphorase activation or chemical reduction counter-screen. Diaphorase/resazurin coupled assay, resorufin fluorescence, 16 min; hits give high values; 1 = vehicle wells, 0 = NADH-free wells. activation factor at 20 µM. hit rate 0.005% among 190,000. AID 1229;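 active = diaphorase activity raised at least twofold by the compound at 20 µM; inactive = activation factor below 2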
#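 Assay system: Purified diaphorase enzyme from Clostridium kluyveri | Amount: Enzyme 0.07 U/mL final | Dosing: Compound 20 µM once, DMSO 1% | Timing: 16 min reaction at room temperature | Detection: Fluorescence, excitation 544 nm and emission 590 nm | Evaluation: Higher resorufin formation from activation or reduction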
# ROMK mod – human ROMK K+ channel modulation, primary screen | P48048 | Tet-inducible ROMK, thallium flux fluorescence; actives lie on both sides | B-score at 10 µM | hit rate 2% among 130,000;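 active = signal ratio slope over the read window, or its plate-corrected B-score, at least 3 SD from the plate mean, either direction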;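 note: B-score of the F/F0 ratio slope over 7 to 12 s after thallium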
# G6PDH CS – L. mesenteroides G6PDH inhibition counter-screen | Purified L. mesenteroides G6PDH, diaphorase/resazurin coupled fluorescence, 45 min | inhibition, % at 5 µM | hit rate 0.12% among 200,000 | AID 1020; in the data active = inhibition above about 50%
# PMI act hi M6P – activators of human phosphomannose isomerase at near-saturating mannose 6-phosphate; AID 1216; activation factor at 20 µM; hit rate 0.34% among 190,000; P34949; coupled PMI enzyme assay, resazurin fluorescence, 20 min; hits give high values; 1 = untreated enzyme, 0 = substrate-free blank;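 active = activation factor of 2 or more at 20 µM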
#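 Test system: human phosphomannose isomerase with PGI, G6PDH, diaphorase coupling enzymes / Doses: 20 µM compound, 1% DMSO / Times: enzyme reaction with compound 20 min at room temperature / Measured by: Diaphorase-driven resazurin-to-resorufin fluorescence, excitation 544, emission 590 nm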
# TR-FRET SRC-2 ct – TR-FRET artefact, counter-screen to PPARgamma/SRC-2 agonist assay; AID 1049; TR-FRET ratio at 8 µM; hits give high values; hit rate 0.4% among 200,000; in the data active = TR-FRET ratio above about 2000; note: inactives centre near 1500
# Numbers without * were called inactive; x = no result given.
SMILES,S1P3 antagonist,PPARg SRC1 recr,Diaph inh CS,PMI act,PPARg SRC-2 ag,PPARg SRC3 recr,Diaphorase act,ROMK mod,G6PDH CS,PMI act hi M6P,TR-FRET SRC-2 ct
C/C(=N\NC(=S)Nc1ccc(C)c(C)c1)c1ccc(N2CCOCC2)cc1,-15,2,4,0.8,-1,3,1,x,-12,1,1372
CC(C)CC(=O)/C=C/n1c(=S)oc2ccccc21,-3,0,8,1,2,1,0.9,-0.89,-10,1.1,1625
N=c1c(C(=O)NCc2ccc(F)cc2)cc2c(=O)n3ccccc3nc2n1CC1CCCO1 (stereo not given),-22,13,6,0.9,5,1,0.9,-1.1,5,0.9,1629
COc1ccc2[nH]c(CN3CCN(CC(C)C)C(CCO)C3)c(C)c2c1 (stereo not given),-22,13,-6,1,4,4,1.1,0.19,18,0.9,1681
O=C1NCCCC1C(=O)N1CCN(C(=O)c2ccco2)CC1 (stereo not given),12,4,16,1,12,-2,0.8,-0.2,4,0.9,1342
COc1ccc(C(C)=O)cc1CN1C(=O)NC2(CCCC2)C1=O,-23,1,4,1.1,6,6,1,0.097,4,1.1,1771
CN(C)/C=C1\C(=O)ON=C1c1ccccc1,-5,14,11,1.1,1,5,0.9,x,7,1.1,1797
CCCc1cc(=O)oc2cc(OCC(=O)OC)cc(OCC(=O)OC)c12,1,12,7,1,-3,3,0.9,0.4,5,1,1592
CCc1ccc(NC(=O)C2CCCN(S(=O)(=O)c3c(C)[nH]c(=O)[nH]c3=O)C2)cc1 (stereo not given),-12,6,-6,1.1,-1,2,1.1,-0.49,3,1.1,1531
CCCN1CCCc2ccccc21,x,0,3,1.4,0,-9,1,-0.26,0,1.6,1463
COc1cc(OC)cc(C(=O)NC(=S)Nc2ccc3c4c(cccc24)CC3)c1,x,5,23,0.7,9,2,0.8,x,-44,0.7,1494
COc1ccc2oc(/C=C/N(C)C)c(C(=O)c3ccc(Cl)cc3)c2c1,x,-2,8,0.9,7,7,0.9,x,8,0.8,1485
N#Cc1ccc(CSc2nnc(Cc3cccs3)n2Cc2ccco2)cc1,14,3,16,0.9,5,5,0.8,0.25,4,1,1669
C/C=C/c1ccc(OCCCCN2C(=O)NC(C)(C)C2=O)c(OC)c1,-2,2,12,0.9,9,2,0.9,-0.044,4,0.9,1541
Cc1ccc(NC(=O)CSc2nn(-c3ccccc3)c(=S)s2)cc1S(=O)(=O)N(C)C,-7,-5,23,1,-5,-2,0.8,x,12,1,1480
COc1ccccc1-c1nnc2sc(-c3ccc(N(C)C)cc3)nn12,44,2,8,1,-1,5,0.9,0.91,-25,1,1612
COc1ccc2occ(C(C)=O)c2c1,x,-4,11,0.9,-3,6,0.9,0.78,2,1,1534
CC(C)C(NC(=O)c1ccccc1F)C(=O)Nc1nccs1 (stereo not given),-5,-4,8,1.1,4,-1,0.9,-0.79,1,1.1,1480
O=C1CC(SCc2nc3ccccc3[nH]2)C(=O)N1c1ccc(Cl)cc1 (stereo not given),x,-4,8,0.9,3,5,0.9,x,2,1,1519
COc1ccc(C2=NOC(C(=O)Nc3cc(C)nn3-c3ccccc3)C2)cc1OC (stereo not given),12,8,0,1,5,23,1,x,-4,1,1724
CC(=O)c1cc2c(cc1NS(=O)(=O)c1ccc(F)cc1)OCO2,2,0,20,0.9,-3,-2,0.8,-0.087,11,0.9,1451
Cc1ccc(CN2CCN(C(=O)C3CCC3)CC2)cc1,0,1,5,1.2,11,-4,1,0.02,6,1.2,1598
Cc1sc2ncn(CC(=O)OC(C)C)c(=O)c2c1C,x,-3,14,1,2,-4,0.9,-0.052,-7,1,1434
O=C(O)CCNc1ccc2c(c1)OCCO2,-25,8,36,0.6,0,3,0.6,1.9,0,0.7,1583
S=c1[nH]nc(-c2ccccc2)n1/N=C/c1ccc(-c2ccccc2Cl)o1,-11,2,16,0.9,-2,-2,0.8,1.3,-16,0.9,1489
# Next results
SMILES,S1P3 antagonist,PPARg SRC1 recr,Diaph inh CS,PMI act,PPARg SRC-2 ag,PPARg SRC3 recr,Diaphorase act,ROMK mod,G6PDH CS,PMI act hi M6P,TR-FRET SRC-2 ct
COC(=O)NC(NC(=S)Nc1ccc([N+](=O)[O-])cc1)C(Cl)(Cl)Cl (stereo not given),x,-7,21,0.9,-10,0,0.8,x,1,0.9,1535
CCCNc1sc(S(=O)(=O)CCC)nc1S(=O)(=O)c1ccc(C)cc1,-9,-2,11,1,8,1,0.9,0.028,6,0.9,1657
Cc1ccc(S(=O)(=O)N(CC(=O)NCCSc2ccccn2)c2cc(C)cc(C)c2)cc1,x,-1,24,0.9,0,1,0.8,x,11,0.9,1382
CCn1cc(C(=O)NCCCOC)c2cc(OC)c(OC)cc2c1=O,x,-1,8,1,-2,-4,0.9,x,0,1.1,1347
COCCNC(=O)C(OC(=O)CC1Sc2ccccc2NC1=O)c1ccncc1 (stereo not given),x,3,7,0.9,-2,0,0.9,-0.39,1,1,1457
CC(Nc1ccc(F)cc1F)C(=O)NC(=O)NC1CCCCC1 (stereo not given),-11,15,2,1,3,4,1,-0.075,-1,1,1592
COCC(C)n1c(C)cc(C(=O)COC(=O)c2nc3nc(C)cc(C)n3n2)c1C (stereo not given),-8,-2,22,1,5,-4,0.8,0.49,-2,0.9,1473
NC(=O)c1nn(-c2ccc(Oc3ccccc3)cc2)c(=O)cc1O,9,8,7,1.1,-1,1,0.9,0.54,12,0.9,1587
CCOc1ccc(S(=O)(=O)N2c3ccccc3CC2C)cc1 (stereo not given),x,3,6,0.9,1,7,0.9,x,2,1,1684
CCc1nccn1S(=O)(=O)c1cc(OC)c(Cl)cc1OC,-20,12,11,1,5,-1,0.9,0.03,-1,1.1,1528
Cc1ccc(C(=O)COc2ccccc2-c2ccccc2)cc1C,-3,-5,3,0.9,-1,3,1,x,-18,1.1,1567
C#CCNC(=O)C1=C[C@H](C2CC2)C[C@H](OCCCCO)O1,-2,7,8,1,7,1,0.9,x,3,0.9,1601
CC(=O)N(CCO)Cc1cc2cc(C)cc(C)c2[nH]c1=O,-14,4,13,1,12,13,0.9,x,-1,1,1596
O=[N+]([O-])c1cc(C(F)(F)F)ccc1N1CCN(S(=O)(=O)c2ccc3ccccc3c2)CC1,x,3,17,0.9,3,-3,0.8,x,5,0.9,1566
Cc1ccc(C)c2sc(NC(=O)c3nc4ccccc4s3)nc12,-24,5,6,1.1,2,5,0.9,1.8,12,1.1,1493
CCOC(=O)C1C(=O)CC(C)(O)C(C(=O)OCC)C1c1ccccc1OC (stereo not given),-6,-1,8,0.9,14,5,0.9,x,3,1,1459
COc1ccc2c(Cl)c(C(=O)NCC3CCCO3)sc2c1Cl (stereo not given),7,-1,16,0.9,4,6,0.8,-0.13,-4,0.8,1659
Cc1c(-c2cccc(Cl)c2)nc2ccccc2c1C(=O)OCC(=O)Nc1ccc2c(c1)OCO2,10,8,18,0.9,-4,3,0.8,x,20,0.9,1649
O=C1C(=O)N(CCN2CCOCC2)C(c2ccccn2)/C1=C(/O)c1ccc(Cl)cc1 (stereo not given),-21,-2,20,1.4,-1,3,0.8,-0.15,8,1.4,1714
Cc1nonc1OCCNc1ccc([N+](=O)[O-])cc1[N+](=O)[O-],5,-4,8,1,-6,-2,0.9,x,-9,1,1458
CN(C)S(=O)(=O)c1cccc(NC(=O)COC(=O)CCC(=O)c2cccs2)c1,0,2,1,1,2,0,1,0.053,8,1,1558
Cc1cc(N2CCCCC2)nc(SCC(=O)c2ccccc2)n1,-15,16,15,1.2,5,8,0.9,x,10,1,1747
Cc1ccc(S(=O)(=O)N(CC(=O)N/N=C/c2ccccc2C(=O)O)c2cc(Cl)cc(Cl)c2)cc1,-8,-1,20,1,-5,-5,0.8,1.5,6,0.9,1533
Cc1cc(C)c2nc(N3CCC(C(=O)NCc4cccnc4)CC3)sc2c1,14,8,21,0.9,4,0,0.8,-0.99,0,0.9,1612
COc1cccc(CN(C)CC(=O)Nc2cccc3ccccc23)c1,-3,6,12,1,-5,3,0.9,-0.6,6,1,1601
# (continued)
SMILES,S1P3 antagonist,PPARg SRC1 recr,Diaph inh CS,PMI act,PPARg SRC-2 ag,PPARg SRC3 recr,Diaphorase act,ROMK mod,G6PDH CS,PMI act hi M6P,TR-FRET SRC-2 ct
CCCN1CC(O)=C(C#N)C1=O,-71,6,3,1.2,-4,0,1,1,-2,1,1524
CCc1ccc(-c2cc(C(=O)NCc3ccco3)c3ccccc3n2)s1,x,7,22,0.9,4,7,0.8,x,13,0.9,1412
CCOc1c(OC)ccc2c3c(c(=O)oc12)CCCC3,x,3,3,1,15,8,1,0.65,4,1,1463
CC(=O)N/N=C(\C)CC(=O)Nc1cccc(C(F)(F)F)c1,5,14,10,1.1,13,1,0.9,x,7,1.1,1679
Cc1ccc(/C=C2\Sc3ccccc3C2=O)s1,x,-5,11,1,-7,-6,0.9,x,6,1,1455
C/C=C(\C)CN1CCN(c2ccc(C)cc2)CC1,x,4,6,1.1,3,10,0.9,x,3,1.1,1678
COc1ccc(C(=O)NCC2CCCO2)cc1S(=O)(=O)N1CCCc2ccccc21 (stereo not given),-20,7,18,0.9,3,5,0.8,-0.62,2,0.9,1702
O=C(COC(=O)/C=C/c1ccccc1[N+](=O)[O-])NC1CC1,-8,5,16,1,-2,-7,0.8,0.22,-2,0.9,1583
CCOC(=O)N1CCN(C(=O)c2ccccc2NC(=O)c2ccc(F)cc2)CC1,0,10,8,1,16,1,0.9,0.99,6,0.9,1685
CCSc1nc(N2CCOCC2)c2c(c1C#N)CCCC2,-1,7,32,0.9,8,-1,0.7,x,8,0.9,1449
CCN1CCN(C(=S)NC(C)c2ccccc2)CC1 (stereo not given),10,1,-3,0.9,10,-5,1,0.37,16,1,1695

# Compound profiles, from the list above. Screens in order: S1P3 antagonist | PPARg SRC1 recr | Diaph inh CS | PMI act | PPARg SRC-2 ag | PPARg SRC3 recr | Diaphorase act | ROMK mod | G6PDH CS | PMI act hi M6P | TR-FRET SRC-2 ct
# Cc1cc(N2CCCCC2)nc(SCC(=O)c2ccccc2)n1 is listed with -15 | 16 | 15 | 1.2 | 5 | 8 | 0.9 | x | 10 | 1 | 1747
# Cc1c(-c2cccc(Cl)c2)nc2ccccc2c1C(=O)OCC(=O)Nc1ccc2c(c1)OCO2 is listed with 10 | 8 | 18 | 0.9 | -4 | 3 | 0.8 | x | 20 | 0.9 | 1649
# CCCNc1sc(S(=O)(=O)CCC)nc1S(=O)(=O)c1ccc(C)cc1 is listed with -9 | -2 | 11 | 1 | 8 | 1 | 0.9 | 0.028 | 6 | 0.9 | 1657
# CCOC(=O)N1CCN(C(=O)c2ccccc2NC(=O)c2ccc(F)cc2)CC1 is listed with 0 | 10 | 8 | 1 | 16 | 1 | 0.9 | 0.99 | 6 | 0.9 | 1685
# CC(=O)N(CCO)Cc1cc2cc(C)cc(C)c2[nH]c1=O is listed with -14 | 4 | 13 | 1 | 12 | 13 | 0.9 | x | -1 | 1 | 1596
